UTI89 phage lysis: inhibition of K1F phage lysis, E. coli UTI89, bacterial capsule biogenesis inhibitors, alamar blue (AID 488966); E. coli UTI89 K1F phage lysis, alamar blue, 2 h; higher % means a stronger effect; inhibition, % at 100 µM, or IC50 in µM where a hit was titrated; 0.02% of 340,000 active;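 active = phage lysis inhibition, versus mean bacterial control, above a set limit; inconclusive = no clear call, values can overlap the other calls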;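 note: capsule biogenesis inhibitors block K1F phage lysis so surviving cells raise fluorescence; higher fluorescence means more inhibition of phage lysis; actives were called in the ten point dose series up to 300 µM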
GPR55 activation: GPR55 agonists via beta-arrestin recruitment, primary screen, imaging, U2OS cells, beta-arrestin-GFP redistribution (AID 1961). activation, % at 10 µM; hits with a dose series show EC50 in µM. 0.048% of 290,000 active. U2OS GPR55 beta-arrestin-GFP redistribution imaging; higher % means a stronger effect. G-protein coupled receptor 55 (Homo sapiens);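 active = activation above 40% with more than 50 cells counted in the well; inconclusive = wells holding fewer than 50 cells, flagged as toxic or sparse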;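 note: U2OS osteosarcoma cells stably expressing GPR55 and beta-arrestin-GFP; plate controls were DMSO negative control for no effect and LPI positive control for full effect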
SIAH1 antagonists: Siah-1 peptide-binding antagonists, primary screen, biochemical, fluorescence polarization, rhodamine-plectin, uHTS (AID 1817). E3 ubiquitin-protein ligase SIAH1 (Homo sapiens). Siah-1 / rhodamine-plectin peptide fluorescence polarization; higher % means a stronger effect. displacement, % at 20 µM; hits with a dose series show IC50 in µM. 0.02% of 290,000 active;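 active = displacement of at least 50% at 20 µM, with a fluorescence ratio check between 0.3 and a set limit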;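 note: plate controls were Siah plus tracer with DMSO for no effect and tracer alone without Siah for full effect; strong numbers were not always called active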
GPR55 LPI antagonism: GPR55 antagonists blocking LPI-driven arrestin recruitment, primary screen, imaging, U2OS, beta-arrestin-GFP, LPI agonist (AID 2013); U2OS GPR55 beta-arrestin-GFP translocation imaging, LPI antagonism; higher % means a stronger effect; inhibition, % at 10 µM; hits with a dose series show IC50 in µM; 0.13% of 290,000 active;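 active = spots per cell inhibited over 60%, with over 100 cells counted and total cytoplasm intensity under 500,000; inconclusive = wells with under 100 cells, flagged as likely toxic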;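 note: U2OS cells stably carrying GPR55 and arrestin-GFP stimulated by 5 µM LPI near EC80; imaged beta-arrestin-GFP aggregate spots per cell after agonist stimulation; plate controls were LPI-stimulated DMSO wells for no effect and DMSO wells without LPI for full effect; some results filed as inactive read as strong as hits; confirmed hits need IC50 under 10 µM and bright autofluorescent wells are also inconclusive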
GPR35 antagonists: GPR35 antagonists blocking zaprinast-driven arrestin recruitment, primary screen, imaging, U2OS, beta-arrestin-GFP, zaprinast agonist (AID 2058). G-protein coupled receptor 35 (Homo sapiens). U2OS GPR35 beta-arrestin-GFP translocation imaging, zaprinast antagonism; higher % means a stronger effect. one-dose inhibition, % at 10 µM; IC50 in µM for titrated hits. 0.052% of 290,000 active;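 active = inhibition of at least 50% with at least 30 cells and total cytoplasm GFP at most 10,000,000; inconclusive = under 30 cells or total GFP of 10,000,000 plus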
NS5 inhibitors: Dengue-2 NS5 methyltransferase inhibitors, primary screen, biochemical, confirmation dose response (AID 588689). inhibition, % at 25 µM, or IC50 in µM where a hit was titrated. 0.3% of 340,000 active. Genome polyprotein (Dengue virus type 2 (strain 16681-PDK53)). Dengue-2 NS5 methyltransferase capping enzyme assay, biochemical; higher % means a stronger effect; in the data active = a potency from the dose series; inconclusive = inhibition above about 29% without an active follow-up result
NTR1 agonist: agonists of NTR1, primary screen, imaging, U2OS cells, beta-arrestin-GFP, high content (AID 493036); 0.17% of 330,000 active; activation, % at 20 µM; NTR1-U2OS beta-arrestin-GFP spot imaging, agonist mode;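 active = activation at or above 40% of the spot to cytoplasm intensity ratio, with at least 20 cells analyzed; inconclusive = wells under 20 cells, flagged as cytotoxic or low count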;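 note: 0% = DMSO without peptide and 100% = 100 nM NTR1 peptide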
Target sequence (P30989 whole entry, looked up): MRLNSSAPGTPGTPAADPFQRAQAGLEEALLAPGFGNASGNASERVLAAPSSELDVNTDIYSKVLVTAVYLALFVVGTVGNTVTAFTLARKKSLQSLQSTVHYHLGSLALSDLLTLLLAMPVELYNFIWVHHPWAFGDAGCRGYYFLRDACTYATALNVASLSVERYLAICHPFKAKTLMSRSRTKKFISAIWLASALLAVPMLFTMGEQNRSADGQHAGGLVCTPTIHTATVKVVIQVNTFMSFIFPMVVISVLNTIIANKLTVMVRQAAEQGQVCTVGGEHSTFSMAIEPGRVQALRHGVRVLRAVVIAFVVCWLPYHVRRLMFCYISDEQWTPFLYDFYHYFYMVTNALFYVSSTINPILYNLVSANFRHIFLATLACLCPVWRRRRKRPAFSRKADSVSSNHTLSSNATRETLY
HIV fusion peptide: inhibitors of HIV fusion peptide binding, primary screen, biochemical, uHTS, fluorescence dequenching (AID 1986) | cell-free peptide binding, fluorescence dequenching, 30 min; higher % means a stronger effect | inhibition, % at 20 µM, or IC50 in µM where a hit was titrated | 0.3% of 290,000 active; in the data active = inhibition mostly above about 52%, no sharp cut-off; inactive = mostly below about 76%; note: some results filed as inactive read as strong as hits
AID2073: inhibitors of Mint1-CaV2.2 protein interaction, biochemical, HTRF (AID 2073); Voltage-dependent N-type calcium channel subunit alpha-1B (Homo sapiens); 0.19% of 290,000 active; HTRF protein-protein interaction, Mint1-CaV2.2; higher % means a stronger effect; inhibition, % at 20 µM; hits with a dose series show IC50 in µM; in the data active = inhibition mostly above about 51%, no sharp cut-off; inconclusive = no clear call, values can overlap the other calls; inactive = mostly below about 53%; note: some results filed as inactive read as strong as hits
NTR1 agonist cell count 20 µM: second read-out of NTR1 agonist, no call of its own (marks repeat the call); cell count; measured here: cell count, cytotoxicity flag
Numbers without * were called inactive; ? = inconclusive; / = not tested or not shown; [ ] = dose if it differs, or a comment.

SMILES	UTI89 phage lysis	GPR55 activation	SIAH1 antagonists	GPR55 LPI antagonism	GPR35 antagonists	NS5 inhibitors	NTR1 agonist	NTR1 agonist cell count 20 µM	HIV fusion peptide	AID2073
O=c1c2ccccc2ncn1CCCOc1ccccc1[N+](=O)[O-]	6.8%	-0.3%	1%	32%	2%	0%	0.8	79	0.3%	-4%
CC(=O)Nc1ccc(C(=O)Nc2ccc(S(=O)(=O)N3CCCC3)cc2)cc1	0.7%	0.3%	3%	1%	3%	1%	1.2	36	1.5%	3%
CCn1c(COc2ccc(OC)cc2)nnc1SCC(=O)Nc1cc(OC)ccc1OC	0.0%	-0.5%	0%	-14%	-6%	-1%	-0.3	108	0.3%	-3%
O=c1oc(-c2ccco2)nc2sc3c(c12)CCCC3	2.1%	2.4%	2%	-3%	3%	0%	1.1	44	13%	3%
COc1ccc2nc(-c3ccccc3)cc(OC)c2c1	1.1%[50 µM]	0.0%	0%	8%	-4%	-5%	5.4	74	2.5%	12%
CC1=Nc2cc([N+](=O)[O-])ccc2NC(C)(C)C1	0.0%	-0.1%	-4%	-2%	-5%	5%	1.1	58	-3.1%	2%
CCN(CC1CCCO1)C(=O)CCc1nnc(Cc2ccc3c(c2)OCO3)o1 (configuration not stated)	0.1%	0.2%	-3%	5%	-7%	-12%	-1.0	29	-1.0%	7%
Cc1ccc2nc(NC(=O)c3ccco3)sc2c1	0.0%	0.2%	1%	8%	-11%	-8%	-0.8	43	-1.1%	2%
C=CCNc1ncnc2ccccc12	0.2%	0.2%	-1%	-10%	11%	1%	-1.2	56	1.5%	1%
COc1ccc(C)cc1NC(=O)C(OC(=O)CNC(=O)c1cccc(F)c1)c1ccccc1 (configuration not stated)	-0.4%	-0.2%	1%	-5%	-9%	-2%	-0.8	71	1.0%	1%
c1ccc(CN2CCN(Cc3cn4cccnc4n3)CC2)cc1	-1.1%	-0.4%	2%	6%	1%	2%	-1.0	32	-1.0%	17%
O=C(Nc1ccc(N2CCCCC2)cc1)c1ccc2ccccc2n1	0.2%	-0.3%	-10%	6%	0%	5%	12	35	-0.8%	-7%
COc1ccccc1/C=C/C=N/n1c(-c2ccc(Cl)cc2Cl)n[nH]c1=S	-1.7%	0.2%	-5%	16%	10%	3%	-0.8	44	5.4%	-9%
CCOC(=O)c1cc(C(C)C)sc1NC(=O)COC(=O)CCS(=O)(=O)c1ccccc1	-0.7%[50 µM]	0.1%	-4%	2%	6%	-5%	/	/	-0.8%	2%
COCCOC(=O)C(CC(=O)O)NCc1ccco1 (configuration not stated)	0.2%	-0.3%	1%	-15%	2%	1%	2.9	61	-1.1%	-23%
O=C(COC(=O)c1ccc(S(=O)(=O)N2CCCC2)cc1)NCc1ccc(Cl)cc1	-0.2%	0.0%	-1%	-9%	-26%	1%	34	101	0.1%	-8%
COc1ccc(-c2cnc3nc[nH]c(=O)c3n2)cc1	0.4%	0.3%	-1%	-9%	-14%	1%	0.4	57	0.0%	16%
COC(=O)c1cnn(-c2ccccc2)c1/C=N/NC(=S)Nc1ccc(Cl)cc1	/	0.7%	4%	7%	-11%	/	6.9	41	-1.2%	44%
N#Cc1c(N2CCCC(O)C2)nc(N)c2c(N)nc3c(c12)CC(=O)N3C12CC3CC(CC(C3)C1)C2 (configuration not stated)	-0.5%	0.3%	7%	/	7%	2%	2.2	79	28%	30%
CCN1/C(=C/c2ccc3cc(C)ccc3[n+]2CC)Sc2cc(C)ccc21	-0.5%	-0.8%	-8%	?	?	-90%	/	/	9.6%	6%
CCc1ccccc1NC(=S)NCc1ccc2c(c1)OCO2	3.0%	-0.1%	8%	10%	16%	-6%	-0.4	79	-2.7%	-1%
S=c1[nH]nc(-c2cccnc2)n1/N=C/C=C/c1ccccc1	-0.1%	-0.4%	-1%	-6%	3%	10%	-0.2	83	-1.3%	-11%
CCN(c1ccccc1)S(=O)(=O)c1cc([N+](=O)[O-])ccc1N	/	-0.1%	0%	8%	-5%	/	-0.4	88	0.3%	18%
Cn1cc(S(=O)(=O)Nc2ccc(Cl)cc2Cl)c(=O)n(C)c1=O	5.3%	0.0%	-2%	8%	5%	-4%	-2.3	63	0.6%	6%
COc1cccc(NC(=O)OCCN2CCN(Cc3ccccc3)CCC2=O)c1	0.0%	-0.2%	-2%	-2%	-3%	-1%	-1.1	87	1.1%	-3%

Reformatted with bars between the fields: part of the list above.
molecule | UTI89 phage lysis | GPR55 activation | SIAH1 antagonists | GPR55 LPI antagonism | GPR35 antagonists | NS5 inhibitors | NTR1 agonist | NTR1 agonist cell count 20 µM | HIV fusion peptide | AID2073
COCCOC(=O)C(CC(=O)O)NCc1ccco1 (configuration not stated) | 0.2% | -0.3% | 1% | -15% | 2% | 1% | 2.9 | 61 | -1.1% | -23%
O=C(COC(=O)c1ccc(S(=O)(=O)N2CCCC2)cc1)NCc1ccc(Cl)cc1 | -0.2% | 0.0% | -1% | -9% | -26% | 1% | 34 | 101 | 0.1% | -8%
COc1ccc(-c2cnc3nc[nH]c(=O)c3n2)cc1 | 0.4% | 0.3% | -1% | -9% | -14% | 1% | 0.4 | 57 | 0.0% | 16%
COC(=O)c1cnn(-c2ccccc2)c1/C=N/NC(=S)Nc1ccc(Cl)cc1 | / | 0.7% | 4% | 7% | -11% | / | 6.9 | 41 | -1.2% | 44%
N#Cc1c(N2CCCC(O)C2)nc(N)c2c(N)nc3c(c12)CC(=O)N3C12CC3CC(CC(C3)C1)C2 (configuration not stated) | -0.5% | 0.3% | 7% | / | 7% | 2% | 2.2 | 79 | 28% | 30%
CCN1/C(=C/c2ccc3cc(C)ccc3[n+]2CC)Sc2cc(C)ccc21 | -0.5% | -0.8% | -8% | ? | ? | -90% | / | / | 9.6% | 6%
CCc1ccccc1NC(=S)NCc1ccc2c(c1)OCO2 | 3.0% | -0.1% | 8% | 10% | 16% | -6% | -0.4 | 79 | -2.7% | -1%
S=c1[nH]nc(-c2cccnc2)n1/N=C/C=C/c1ccccc1 | -0.1% | -0.4% | -1% | -6% | 3% | 10% | -0.2 | 83 | -1.3% | -11%
CCN(c1ccccc1)S(=O)(=O)c1cc([N+](=O)[O-])ccc1N | / | -0.1% | 0% | 8% | -5% | / | -0.4 | 88 | 0.3% | 18%
Cn1cc(S(=O)(=O)Nc2ccc(Cl)cc2Cl)c(=O)n(C)c1=O | 5.3% | 0.0% | -2% | 8% | 5% | -4% | -2.3 | 63 | 0.6% | 6%
COc1cccc(NC(=O)OCCN2CCN(Cc3ccccc3)CCC2=O)c1 | 0.0% | -0.2% | -2% | -2% | -3% | -1% | -1.1 | 87 | 1.1% | -3%

Next structures:
SMILES	UTI89 phage lysis	GPR55 activation	SIAH1 antagonists	GPR55 LPI antagonism	GPR35 antagonists	NS5 inhibitors	NTR1 agonist	NTR1 agonist cell count 20 µM	HIV fusion peptide	AID2073
Cc1ccccc1N1CCN(C(=O)CN2C(=O)c3ccccc3C2=O)CC1	-0.2%	-0.1%	2%	1%	0%	-1%	-0.4	58	-1.8%	4%
O=C(CSc1cc(Cl)ccc1Cl)NCC(=O)Nc1ccc(F)c(F)c1F	0.4%[50 µM]	0.2%	4%	0%	14%	-2%	0.9	64	1.0%	4%
COC(=O)c1ccc(Nc2c([N+](=O)[O-])c(=O)oc3ccccc23)cc1	0.5%	0.4%	9%	8%	-6%	14%	0.3	57	2.6%	12%
COc1ccccc1-c1nnc(SCc2nc3ccccc3[nH]2)n1C	1.9%[50 µM]	0.5%	0%	7%	-4%	-2%	-0.3	67	0.4%	-7%
CN(C)/C=N/c1cc(=O)[nH]c(=O)n1Cc1ccccc1	3.0%	-0.3%	8%	4%	7%	-2%	-2.1	86	-0.8%	-7%
CN(CCC#N)C(=O)CSc1nnc(-c2c[nH]c3ccccc23)o1	-0.1%	-0.3%	4%	5%	-9%	2%	-0.8	84	0.7%	4%
CCc1noc(C)c1C(=O)Nc1sc(C(=O)N(C)C)c(C)c1C#N	0.5%	-0.1%	-3%	-19%	-8%	1%	-0.5	47	1.1%	-13%
Cc1ccc(S(=O)Cc2ccc(C(=O)N3CCN(C(=O)c4ccco4)CC3)o2)cc1 (configuration not stated)	0.2%	-0.1%	10%	8%	6%	-4%	-1.5	67	1.2%	4%
C/C=C/Cn1c(SCc2ccc(C)cc2)nc2c1c(=O)[nH]c(=O)n2C	-0.5%	1.3%	6%	13%	13%	-7%	11	52	-1.3%	-23%
COc1ccc2c(c1)C1NC(=S)NC(C)(O2)C1C(=O)Nc1ccc(Cl)cc1 (configuration not stated)	2.6%[50 µM]	-0.2%	0%	-4%	-4%	-8%	1.8	67	-0.4%	23%
Oc1ccccc1/C=N/n1c(-c2cccs2)n[nH]c1=S	-2.1%	0.2%	-5%	-1%	0%	-4%	-0.6	105	-4.1%	-14%
CCn1cc(C(=O)O)c(=O)c2cnc(N3CCN(C(=S)NC(=O)c4ccc(OC)cc4)CC3)nc21	1.6%	0.3%	21%	4%	1%	-6%	1.0	41	-2.4%	-24%
O=C(CSc1nnc(CNc2ccc(F)cc2)o1)c1ccccc1	-0.1%	-0.1%	-1%	11%	13%	9%	-0.8	85	-0.8%	-2%
O=C(/C=C/c1ccccc1Cl)NCCc1ccccc1	9.2%	0.3%	-2%	8%	-15%	-8%	2.4	76	-2.1%	-4%
COCC(C)n1c(C)cc(C(=O)COc2ccc(C)nc2[N+](=O)[O-])c1C (configuration not stated)	0.1%	-0.3%	0%	6%	-17%	1%	0.3	62	5.2%	-2%
CCOC(=O)c1c(NC(=O)c2ccc(Cl)cc2)csc1C	2.5%[50 µM]	0.1%	14%	-6%	-4%	-10%	8.9	80	4.5%	7%
COc1ccccc1NC(=O)C1CCC(CNc2c(N3CCCCC3)c(=O)c2=O)CC1 (configuration not stated)	0.1%	0.0%	-5%	-6%	22%	-7%	1.1	50	-1.7%	30%
CCCc1cc(=O)[nH]c(SCc2cc(=O)oc3cc(C)c(C(C)C)cc23)n1	0.2%	0.1%	1%	3%	18%	-3%	1.8	51	14%	5%

Screening data deposited in PubChem BioAssay by several laboratories.
